Source: PubChem
Cdc42 wt GTP – human Cdc42 wildtype GTP binding change, either direction; P60953; GST-Cdc42 beads, Bodipy-GTP binding, flow cytometry; actives lie on both sides; percent activity (GTP binding), % at 10 µM; hit rate 0.2% among 190,000;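 active = percent activity GTP binding at least 20 points away from the 100% baseline, either down as inhibitor or up as activator; inconclusive = compound flagged as likely green fluorescent from well-wide comparison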;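 note: median bead fluorescence of bound Bodipy-FL-GTP at 100 nM; 0% = excess unlabeled GTP control and 100% = no compound control; below 100% means less GTP binding so inhibitor and above means activator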
Target sequence (P60953 whole entry, looked up): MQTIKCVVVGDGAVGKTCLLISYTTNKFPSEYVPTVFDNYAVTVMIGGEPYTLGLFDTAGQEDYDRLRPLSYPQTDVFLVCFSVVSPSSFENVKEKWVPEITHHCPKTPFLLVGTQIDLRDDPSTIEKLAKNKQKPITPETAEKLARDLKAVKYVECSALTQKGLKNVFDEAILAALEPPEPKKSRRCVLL
Rab2 wt GTP – changes GTP binding to wildtype dog Rab2A, up or down; GST-Rab2 wt beads, Bodipy-GTP binding, flow cytometry; GTP binding activity, % at 10 µM; hit rate 0.19% among 190,000; P61105;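 active = GTP binding activity at least 20 points away from 100%, either lowered or raised; inconclusive = signal likely due to the compound's own green fluorescence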;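 note: 0% = beads with excess unlabeled GTP and 100% = no-compound control corrected for plate trend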
GSH bead fluor – GSH bead compound fluorescence profile; GSH beads flow cytometry, compound fluorescence 488/530 nm; hits give high values; fluorescence (KMESF) at 10 µM; hit rate 0.25% among 190,000; AID 1776; in the data active = fluorescence above about 89;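 note: glutathione beads carrying GST-tagged Bcl family fusion proteins plus one bare bead set; values are compound well signal with DMSO vehicle wells as background; inactives centre near 16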
Avidin fluor – avidin bead compound fluorescence profile. Avidin beads, compound fluorescence 488/530 nm, flow cytometry; hits give high values. fluorescence (KMESF) at 10 µM. hit rate 0.38% among 220,000. AID 1775; in the data active = fluorescence above about 47; note: inactives centre near 10
Rac1 mut GTP – modulators of GTP binding to human Rac1 activated mutant; percent activity (GTP binding), % at 10 µM; hit rate 0.11% among 190,000; P63000; GST-Rac1 activated beads, fluorescent GTP binding, flow cytometry; actives lie on both sides; 100% means binding = to untreated wells;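 active = GTP binding at least 20 percentage points away from the 100% baseline, in either direction, so actives lie on both sides; inconclusive = Compound likely fluorescent itself, or too few beads counted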
Rab7 wt modul – modulators of GTP binding to dog Rab7 wildtype GTPase. GST-Rab7 beads, fluorescent GTP binding, flow cytometry; actives lie on both sides; untreated = 100%, excess cold GTP = 0%. hit rate 0.055% among 190,000. GTP binding activity (percent of control), % at 10 µM;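 active = fluorescent GTP binding to Rab7 beads changed by at least 20 points from the 100% baseline, either direction, mostly lower; inconclusive = compound itself probably fluorescent, or too few beads counted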;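 note: median green fluorescence of bound Bodipy-FL-GTP per Rab7 bead population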
Rac1 wt GTP bind – human Rac1 wildtype GTP binding, inhibitors and activators. GTP binding activity (% of control), % at 10 µM. hit rate 0.27% among 190,000. P63000. GST-Rac1 beads, fluorescent GTP binding, flow cytometry; actives lie on both sides; 0 = cold GTP competed, 100 = untreated. AID 757;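 active = GTP binding activity at least 20 points away from the 100% control level, either lower or higher; inconclusive = compound flagged as likely green fluorescent, judged across all proteins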
Pf gametocyte – inhibitors of late stage P. falciparum gametocyte viability. P. falciparum stage V gametocytes, ATP luminescence, 24 h. inhibition, % at 10.9 µM. hit rate 0.065% among 150,000. AID 743093;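 active = inhibition above the mean plus 3 SD of compounds within the control limits, set per campaign, cut at about 38% in these data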;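 note: 0% = DMSO wells and 100% = medium only without gametocytes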
Mcl1 Noxa PPI – disrupts binding of human Mcl-1 to Noxa peptide; TR-FRET Mcl-1/Noxa peptide binding, 2 h; inhibition, % at 21.7 µM; hit rate 1.5% among 220,000; AID 1022;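 active = compounds that cut the protein-peptide binding signal by more than 50% relative to plate controls in a single-dose test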;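 note: His-tagged Mcl-1 with rhodamine Noxa BH3 peptide and terbium anti-His antibody; 0% = Mcl-1 plus Noxa peptide wells and 100% = peptide-only wells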
Target sequence (Q07820 whole entry, looked up): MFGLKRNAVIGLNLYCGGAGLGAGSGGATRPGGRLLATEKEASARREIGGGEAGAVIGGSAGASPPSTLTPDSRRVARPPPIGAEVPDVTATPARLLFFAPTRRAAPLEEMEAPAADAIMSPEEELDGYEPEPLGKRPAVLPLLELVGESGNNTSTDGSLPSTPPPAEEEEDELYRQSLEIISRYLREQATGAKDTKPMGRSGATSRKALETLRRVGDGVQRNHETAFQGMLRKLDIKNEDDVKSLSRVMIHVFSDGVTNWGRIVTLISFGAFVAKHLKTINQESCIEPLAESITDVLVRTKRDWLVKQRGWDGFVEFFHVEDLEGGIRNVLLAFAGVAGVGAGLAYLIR
Mcl1 Bid PPI – disrupts binding of human Mcl-1 to Bid peptide | AID 1021 | hit rate 0.97% among 220,000 | TR-FRET Mcl-1/Bid-Dy647 peptide binding, 1536-well | Q07820 | inhibition, % at 21.7 µM;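 active = compounds that cut the binding signal by more than half at the single screening dose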;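 note: His-tagged Mcl-1 with europium anti-His antibody binding Bid BH3 peptide; 0% = Mcl-1 plus peptide wells and 100% = peptide-only wells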
HRas wt GTP – modulators of GTP binding to human HRas wildtype; GST-Ras wt beads, Bodipy-FL-GTP binding, flow cytometry; actives lie on both sides; GTP binding activity, % at 10 µM; hit rate 0.14% among 190,000;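 active = GTP binding activity at least 20% away from the 100% baseline, either lowered as inhibitor or raised as activator; inconclusive = flagged as likely green fluorescent, judged across all proteins in the well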;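 note: 0% = unlabeled GTP competition control and 100% = no-compound control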
Target sequence (P01112 whole entry, looked up): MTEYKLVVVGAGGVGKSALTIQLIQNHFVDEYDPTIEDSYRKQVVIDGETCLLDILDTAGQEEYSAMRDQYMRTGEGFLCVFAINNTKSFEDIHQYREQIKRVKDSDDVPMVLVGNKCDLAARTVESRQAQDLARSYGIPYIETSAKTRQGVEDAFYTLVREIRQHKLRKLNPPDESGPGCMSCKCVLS
Numbers without * were called inactive; ? = inconclusive; . = no result given.

SMILES	Cdc42 wt GTP	Rab2 wt GTP	GSH bead fluor	Avidin fluor	Rac1 mut GTP	Rab7 wt modul	Rac1 wt GTP bind	Pf gametocyte	Mcl1 Noxa PPI	Mcl1 Bid PPI	HRas wt GTP
CCOc1ccc(N2Nc3n[nH]c(N)c3N2)cc1	99.0	100.0	14	3	98.0	99.0	100.0	.	0.9	-28.4	100.0
COc1cc(/C=N/Nc2ccc(C)cc2)cc(Br)c1O	100.0	94.0	13	9	93.0	93.0	97.0	.	47.4	-79.3	96.0
O=S(=O)(NC(=S)NC1CCCCC1)c1ccc(Br)cc1	93.0	93.0	14	11	90.0	96.0	95.0	29.6	16.8	-29.9	94.0
COCCCNC(=S)NNC(=S)Nc1ccc(F)cc1F	95.0	96.0	35	24	98.0	101.0	102.0	-9.6	-1.2	-10.2	100.0
COc1ccc2cc(Br)ccc2c1CC(=O)NC(C)(C)C	102.0	100.0	6	2	94.0	101.0	104.0	-7.3	4.7	-9.8	100.0
CN1CCN(c2ccc(NC(=O)c3cccc(OCc4ccccc4)c3)cc2)CC1	99.0	100.0	23	14	97.0	97.0	103.0	-16.1	31.6	-26.4	100.0
CN1C=CC=C/C1=C1\SC(=S)N(Cc2ccccc2)C1=O	98.0	101.0	72	15	97.0	97.0	104.0	.	16.5	-14.8	99.0
O=C(NCCCc1ccccc1)c1cccc([N+](=O)[O-])c1	97.0	98.0	12	4	98.0	100.0	101.0	.	11.8	5.7	100.0
CCCCOc1ccc2c(c1)C(=O)c1cc(O)ccc1-2	97.0	96.0	11	10	95.0	101.0	99.0	-7.2	20.9	-13.3	96.0
CCN(CC)C(=O)C(=O)N/N=C/c1cccs1	98.0	90.0	24	11	93.0	91.0	91.0	.	.	-14.5	92.0
CC(C)(Sc1cc(C(C)(C)C)c(O)c(C(C)(C)C)c1)Sc1cc(C(C)(C)C)c(O)c(C(C)(C)C)c1	102.0	99.0	20	7	95.0	96.0	102.0	.	-13.9	4.5	98.0
O=C1CC(Nc2ccccc2)C(=O)N1CCc1ccccc1 (stereo not given)	105.0	102.0	6	4	99.0	102.0	108.0	.	-5.0	-41.9	101.0
C(=N\n1cnnc1)/c1ccccc1OCCOc1ccccc1	96.0	94.0	27	11	93.0	96.0	92.0	.	.	1.0	97.0
Cc1cc(C)c2oc(C(=O)Nc3ccc(S(=O)(=O)N4CCC(C)CC4)cc3)cc(=O)c2c1	100.0	94.0	11	14	98.0	96.0	100.0	-4.4	0.5	-5.2	95.0
O=C(CCNC(=O)Cn1ccc2ccccc2c1=O)NCC1CCCC1c1ccccc1 (stereo not given)	98.0	94.0	10	12	93.0	93.0	98.0	11.4	2.3	-5.8	95.0
O=C(COc1ccc(Cl)cc1)NCCSCc1ccccc1Cl	87.0	85.0	10	17	88.0	90.0	86.0	-3.8	9.1	11.0	86.0
COc1cc(OC)cc(C(=O)OCc2ccc([N+](=O)[O-])cc2)c1	102.0	100.0	10	10	95.0	102.0	100.0	19.6	1.2	-10.0	97.0
CCNC(=O)COC(=O)c1[nH]c(C)c(C(=O)OC)c1C	97.0	99.0	11	16	96.0	104.0	101.0	.	5.7	-18.1	100.0
CSc1ccc(-c2nnn(Cc3ccc(Br)cc3)n2)cc1	105.0	103.0	12	15	99.0	102.0	103.0	.	9.2	-19.8	104.0
CCOC(=O)C(C)(C)Sc1ncnc2nc[nH]c12	104.0	102.0	15	8	103.0	95.0	106.0	23.8	-11.7	-1.8	103.0
NC1=NC(=O)C2(COC(c3cccc([N+](=O)[O-])c3)OC2)S1 (stereo not given)	103.0	103.0	12	12	99.0	107.0	100.0	-12.2	-2.4	-6.2	101.0
COc1cc2c3c(c1)C(C)CC(C)(C)N3C(=O)C2=O (stereo not given)	92.0	92.0	12	10	91.0	103.0	86.0	6.0	12.9	-34.2	93.0
CCN(CC)CCCN(Cc1cc2cc(OC)c(OC)cc2[nH]c1=O)C(=O)Nc1ccccc1	?	?	29	5	?	?	?	18.5	12.3	-20.9	?
CCOC(=O)C1CCCN(c2nc3ccccc3nc2C(C#N)C(=O)OC(C)C)C1 (stereo not given)	101.0	100.0	9	6	101.0	97.0	102.0	10.5	7.8	-46.4	99.0
COc1ccc(NC(=O)COc2ccc(C(=O)OCC(=O)N(C(C)C)C(C)C)cc2OC)cc1	97.0	97.0	14	18	95.0	96.0	99.0	.	1.1	6.6	97.0

The results go on.
SMILES	Cdc42 wt GTP	Rab2 wt GTP	GSH bead fluor	Avidin fluor	Rac1 mut GTP	Rab7 wt modul	Rac1 wt GTP bind	Pf gametocyte	Mcl1 Noxa PPI	Mcl1 Bid PPI	HRas wt GTP
CCOc1cc(N2C(=O)CC3CS(=O)(=O)CC32)c(OCC)cc1NC(=O)c1ccccc1 (stereo not given)	99.0	97.0	78	12	98.0	97.0	100.0	-5.6	2.2	-32.3	98.0
CC(=O)c1ccc(NC(=O)COc2ccc3c(c2)OCO3)cc1	95.0	95.0	16	8	94.0	98.0	97.0	-1.0	11.9	-15.8	94.0
CCOC(=O)c1ccc(S(=O)(=O)NNC(=O)COc2cccc(C)c2)cc1	95.0	95.0	9	4	97.0	101.0	96.0	2.0	10.2	-50.9	99.0
CCN1CCN(CC(O)COc2ccc(Cl)cc2)CC1 (stereo not given)	106.0	102.0	34	6	100.0	103.0	106.0	26.6	31.8	37.1	101.0
COc1ccc(NC(=O)/C(C#N)=C/c2ccc(Sc3nncn3C)c([N+](=O)[O-])c2)cc1	91.0	93.0	16	6	91.0	94.0	93.0	16.3	32.7	-26.8	91.0
Clc1ccc(-c2nc(Cc3ccccc3Cl)no2)cc1	106.0	104.0	19	8	99.0	102.0	101.0	-9.8	-12.3	4.3	103.0
O=C(NCCN1C(=O)S/C(=C\c2cccnc2)C1=O)c1cccc(OC(F)F)c1	99.0	98.0	3	11	99.0	97.0	104.0	-6.2	27.9	-38.4	98.0
CCOC(=O)c1c(NC(=S)NCCc2ccccc2)sc2c1CC(C(C)C)OC2 (stereo not given)	105.0	101.0	12	10	100.0	99.0	105.0	.	-0.6	-37.7	100.0
CC(=O)c1ccc(NC(=O)CSc2nnc(Cc3cccn3C)n2-c2ccc(F)cc2)cc1	97.0	97.0	26	5	96.0	97.0	97.0	.	30.1	-46.8	95.0
Cc1ccc(-c2[nH]nc3c2C(c2ccccc2OC(=O)N2CCOCC2)C(C#N)=C(N)O3)cc1 (stereo not given)	97.0	99.0	17	22	99.0	92.0	100.0	4.2	7.5	-101.3	97.0
Cc1cccc(N2CCN(C(=O)c3cnn4c(C(F)F)cc(-c5ccccc5)nc34)CC2)c1C	103.0	103.0	19	8	100.0	104.0	106.0	.	14.2	-4.4	102.0
COC(=O)c1nc(N)sc1-c1ccc(OC)cc1	98.0	99.0	43	15	97.0	98.0	99.0	.	8.3	-16.8	98.0
CCN1CCN(c2c(C(=O)c3ccc(OC)cc3)cnc3ccccc23)CC1	92.0	96.0	15	9	93.0	105.0	97.0	.	4.1	7.5	98.0
OC(c1ccccc1)c1cccnc1 (stereo not given)	100.0	96.0	11	2	98.0	96.0	103.0	5.6	13.5	4.2	97.0
O=C(CN(C(=O)CNC(=O)c1cccs1)c1ccc2c(c1)OCCO2)NC1CCCC1	99.0	96.0	17	16	96.0	96.0	96.0	.	-8.9	-5.7	98.0
Cc1ccc(Nc2c([N+](=O)[O-])c(=O)oc3ccccc23)cc1	87.0	96.0	13	7	91.0	100.0	90.0	-16.2	11.9	3.2	93.0
CC(C)NC(=O)c1cc2c(s1)CCCC2	99.0	95.0	15	7	98.0	100.0	99.0	5.6	12.9	1.2	97.0
COc1ccc(-c2[nH]nc3oc(=O)c(CCO)c(C)c23)cc1	96.0	95.0	16	10	95.0	96.0	94.0	-0.2	3.9	-33.5	95.0
S=c1[nH]ncn1/N=C/c1cccc(Oc2ccccc2)c1	103.0	100.0	22	4	99.0	98.0	103.0	.	22.8	-57.1	102.0
CS(=O)(=O)Nc1ccccc1Oc1ccccc1	98.0	97.0	30	36	97.0	99.0	105.0	.	6.9	-13.8	100.0
O=C(NCCC1=CCCCC1)C(=O)NCC1OCCCN1S(=O)(=O)c1ccccc1 (stereo not given)	104.0	100.0	10	14	101.0	101.0	105.0	2.7	-1.8	-21.2	102.0
CCOc1cc(C2C3=C(CCCC3=O)N(C)C3=C2C(=O)CCC3)cc(Cl)c1O	98.0	100.0	24	35	97.0	95.0	101.0	.	8.4	-22.0	100.0
Cc1c(C(=O)Nc2ccc(-n3cnnn3)cc2)oc2ccccc12	102.0	99.0	18	4	98.0	100.0	102.0	.	-47.6	41.9	101.0
CC(C)(C)N(NC(=O)c1ccccc1)C(=O)c1ccc(C(=O)N(NC(=O)c2ccccc2)C(C)(C)C)cc1	101.0	98.0	16	7	98.0	100.0	100.0	.	4.4	-10.3	98.0
COc1ccc(-c2cc(C(F)(F)F)nc(-n3cc(Br)cn3)n2)cc1	100.0	102.0	18	7	100.0	101.0	100.0	.	10.4	-14.6	102.0

More compounds
SMILES	Cdc42 wt GTP	Rab2 wt GTP	GSH bead fluor	Avidin fluor	Rac1 mut GTP	Rab7 wt modul	Rac1 wt GTP bind	Pf gametocyte	Mcl1 Noxa PPI	Mcl1 Bid PPI	HRas wt GTP
Cc1ccc(C(=O)N2CCc3ccccc32)o1	99.0	100.0	8	5	98.0	99.0	102.0	2.2	10.8	-42.9	99.0
CC1CCN(CCCOc2ccc(OCc3ccccc3)cc2)CC1	101.0	97.0	10	20	96.0	100.0	102.0	.	23.2	6.0	102.0
COc1cc(CNC2CCCCCC2)cc(OC)c1	104.0	101.0	16	7	100.0	101.0	107.0	.	14.9	4.5	102.0
CC(Oc1ccc(F)cc1)C(=O)/C=C\N(C)C (stereo not given)	99.0	97.0	35	12	96.0	98.0	98.0	0.8	-20.4	-31.0	100.0
CC(C)=CC(=O)NCc1c(Cl)cccc1-n1cccc1	97.0	98.0	12	8	96.0	97.0	101.0	.	-1.8	-41.6	98.0
COc1ccc2cc3c(N)nn(C(=O)C4CCC(C(C)(C)C)CC4)c3nc2c1 (stereo not given)	99.0	101.0	13	6	97.0	97.0	103.0	.	-6.7	-0.6	99.0
Cc1c(C#N)c(N)nc2c3c(sc12)NC(=O)CC3c1ccc(Cl)cc1 (stereo not given)	100.0	98.0	18	7	98.0	100.0	101.0	24.2	8.3	31.2	98.0
Cc1ccnc(NS(=O)(=O)c2ccc(NC(=O)c3ccc(S(=O)(=O)N4CCCC4)cc3)cc2)n1	95.0	98.0	19	6	94.0	105.0	101.0	17.9	2.0	0.7	99.0
O=C(NCC1CCCO1)NC1CCCCC1 (stereo not given)	101.0	102.0	11	22	100.0	98.0	107.0	-29.2	-4.5	-6.9	101.0
